High-throughput results as filed in PubChem.
LMNA splice mod: qHTS Assay for Modulators of Lamin A Splicing; HeLa LMNA splicing GFP/RFP minigene ratio, 48 h; Potency, µM (titrated, usually from 46.1 µM), for the others: at the top dose ratio change, negative = inhibition, most hits filed as inhibitors; actives 0.01% (n = 200,000); AID 1487, 2009; active means well fitted inhibition curve with a large enough effect in the signal ratio, with a control signal flat, not every such curve was filed as active; inconclusive means small, poorly fitted or top-dose-only effect, or effect the other way, or a change in a side signal; the % refers to the signal ratio; further: potency means the concentration at half of the fitted maximal effect; on the % scale 0 is the no-effect control and ±100 the full control effect
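Read-out is the ratio of GFP to DsRed2 object intensity, acquired by 488 nm laser-scanning cytometry on HeLa lamin A-EGFP minigene reporter cells. Compound incubation 48 hrs at 37 °C in Opti-MEM with 2% FBS; DMSO 0.5% final.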
NPSR antag: qHTS Assay for Antagonists of the Neuropeptide S Receptor: cAMP Signal Transduction; CHO-NPSR cells, cAMP TR-FRET, antagonist mode; Q6W5P4; Potency, µM (doses to about 38.3 µM), inactives show at the top dose activity change, negative = inhibition, hits mostly inhibitors; actives 1% (n = 220,000); further: potency means the concentration at half of the fitted maximal effect; on the % scale 0 is the no-effect control and ±100 the full control effect; nearly all actives have a fitted effect of over 50% in size; many of its hits are not listed in these tables
Target sequence (Q6W5P4 whole entry, looked up): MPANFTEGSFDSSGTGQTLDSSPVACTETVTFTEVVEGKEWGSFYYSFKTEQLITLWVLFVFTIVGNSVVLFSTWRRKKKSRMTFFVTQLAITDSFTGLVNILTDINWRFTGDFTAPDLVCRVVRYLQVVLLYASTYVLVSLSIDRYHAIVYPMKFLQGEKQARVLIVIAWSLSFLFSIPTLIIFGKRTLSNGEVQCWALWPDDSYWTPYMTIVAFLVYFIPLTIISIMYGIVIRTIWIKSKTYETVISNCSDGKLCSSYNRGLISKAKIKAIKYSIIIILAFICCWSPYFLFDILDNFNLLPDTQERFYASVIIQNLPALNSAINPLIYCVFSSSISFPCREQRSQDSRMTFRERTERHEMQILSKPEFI
CBFb-RUNX1 inh: qHTS Assay for Compounds Blocking the Interaction Between CBF-beta and RUNX1 for the Treatment of Acute Myeloid Leukemia. 230,000 tested, under 10 active. AlphaScreen CBFb-His/RUNX1-biotin binding, biochemical. Potency, µM (titrated, usually from 59.8 µM), without a hit: top-dose activity, negative = inhibition, actives largely listed as inhibitors. Runt-related transcription factor 1 (Homo sapiens) + Core-binding factor subunit beta …; further: % of control where 0% means no effect
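Read-out: AlphaScreen. Format: His-CBF-beta with biotinylated RUNX1 (30 nM each) preincubated 20 min, compound 15 min, Ni-chelate plus streptavidin beads 90 min; room temperature throughout.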
Epigenetic reg: Quantitative High-Throughput Screen for Regulators of Epigenetic Control; murine LDR cells, GFP reporter derepression, 30 h; AID 1865, 2009; Potency, µM (top dose mostly 53.9 µM), inactives show at the highest dose GFP activation, hits mostly activators; actives 0.2% (n = 280,000); further: potency means the concentration at half of the fitted maximal effect; % of control where 0% means no effect; nearly all actives have a fitted effect of over 60% in size
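Murine LDR cells carrying a silenced, genomically integrated CMV-driven GFP reporter were exposed to compound for 30 hours at 37 C. After PBS washes, GFP-positive cells (20–120 um objects) were counted by laser-scanning microplate cytometry.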
KinaseGlo FLuc: Counterscreen for Luciferase (Kinase-Glo TM) Inhibition | Luciferin 4-monooxygenase (Photuris pensylvanica), Q27757 | Kinase-Glo luciferase, ATP luminescence, 8 min | Potency, µM (highest dose often 38.3 µM), inactives show at the top dose activity change, negative = inhibition, hits mostly inhibitors | actives 0.28% (n = 200,000); further: potency means the concentration at half of the fitted maximal effect; on the % scale 0 is the no-effect control and ±100 the full control effect; nearly all actives have a fitted effect of over 60% in size
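Recombinant Kinase-Glo luciferase, 10 uM ATP (linear range), luciferin; imidazole pH 7.2 / KCl / MgCl2 / Tween / BSA buffer; 8 min RT; luminescence.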
aGal spleen mod: qHTS Assay for Inhibitors and Activators of Human alpha-Galactosidase From Spleen Homogenate. Alpha-galactosidase A (Homo sapiens), P06280. human spleen homogenate, 4MU-alpha-Gal fluorescence, 40 min. Potency, µM (top dose mostly 80 µM), without a hit: at the top dose activity change, negative = inhibition, hits mostly inhibitors. actives 0.008% (n = 240,000). AID 2107, 2009;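 further: potency means the concentration at half of the fitted maximal effect; 0% = enzyme with vehicle and -100% = no enzyme basal signal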
Target sequence (P06280 32-429 limits assumed): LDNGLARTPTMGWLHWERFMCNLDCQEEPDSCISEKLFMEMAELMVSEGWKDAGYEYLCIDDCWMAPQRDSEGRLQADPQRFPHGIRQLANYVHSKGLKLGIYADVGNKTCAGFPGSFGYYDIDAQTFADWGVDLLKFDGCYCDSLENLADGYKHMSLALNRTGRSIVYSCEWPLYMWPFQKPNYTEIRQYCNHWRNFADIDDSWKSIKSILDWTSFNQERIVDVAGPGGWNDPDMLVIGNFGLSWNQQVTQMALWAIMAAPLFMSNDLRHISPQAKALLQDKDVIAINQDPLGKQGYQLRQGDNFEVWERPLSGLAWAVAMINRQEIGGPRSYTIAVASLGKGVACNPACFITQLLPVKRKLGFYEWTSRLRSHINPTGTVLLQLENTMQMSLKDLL
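Inhibition or activation of alpha-galactosidase in human spleen homogenate is scored by 4-MU fluorescence after 40 min at 37C, pH 5.0, with 1 mM substrate. AC50s come from concentration-response fitted to the Hill equation.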
IMPase Li cell: qHTS Assay for Identifying the Cell-Membrane Permeable IMPase Inhibitors: Potentiation with Lithium; actives 0.35% (n = 210,000); Potency, µM (doses to about 59.4 µM), inactives show top-dose activity, negative = IMPase inhibition, actives largely listed as inhibitors; CHO-M1 cells, IP1 TR-FRET (IP-One), carbachol + lithium;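 further: IP1 builds up when IMPase is blocked and the TR-FRET signal falls; potency means the concentration at half of the fitted maximal effect; plate controls were basal vehicle for no effect and high inhibitor control for full effect; nearly all actives have a fitted effect of over 50% in size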
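Concentration–response in CHO-M1 cells, lithium-potentiated; 30 min at 37C. IP1 detected by competitive TR-FRET after 10 min lysis at RT. Hill-fitted AC50.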
* marks the source's active call; other numbers are inactive results; u = inconclusive; x = not tested or not shown; & = joins results of further samples; [ ] = dose if it differs, or a comment. Unless noted, the call rests on the fitted dose curve; in most records, active means well fitted curve in the direction sought with a large enough effect; inconclusive means small, poorly fitted or top-dose-only effect, or another doubt; inactive means no such curve, though single readings can be large; an effect the other way counts as inactive or inconclusive. Not all compounds are listed; count on the stated rates, not on these rows.

SMILES	LMNA splice mod	NPSR antag	CBFb-RUNX1 inh	Epigenetic reg	KinaseGlo FLuc	aGal spleen mod	IMPase Li cell
CC1(C)CC2(CCCN3C(=O)CSC32)CCS1 (stereo not given)	0%	-4%[46.1 µM]	1%	0.0%	3%	6%	5%[38.3 µM]
O=C(O)CCC(C(=O)O)n1c(O)c(C2=c3ccccc3=NC2=O)sc1=S (stereo not given)	-8%	-9%[46.1 µM]	-6%	0.0%	-5%	-15%	37%[activator][38.3 µM]
COc1ccc(-c2noc(CN(C)CCC3CCCCO3)n2)cc1 (stereo not given)	x	-2%	0%	-0.1%	-2%	0%	30%
CC1(C)CC(=O)C2=C(C1)OC(N)=C(C#N)C2c1cccs1 (stereo not given)	1%[46 µM]	7%	-2%	2.5%	-2%	-1%	2%
Cc1ccc2c3c1C1(C(=O)N3C(C)(C)CC2C)C(C#N)=C(N)Oc2cc(O)ccc21 (stereo not given)	3%	u	2%	0.0%	3%	-10%	23%[38.3 µM]
CC(C)Oc1ccc(C(CC(=O)O)n2cnnn2)cc1 (stereo not given)	-4%[9.22 µM]	20%	2%	3.8%	0%	-6%	-1%
COc1ccccc1CNC(=O)C1COc2ccccc2O1 (stereo not given)	-10%	-15%[46.1 µM]	10%	-3.4%	7%	-6%	0%
O=C(Nc1ccccc1)N1CCC(C(=O)N2CCN(S(=O)(=O)c3cccc(F)c3)CC2)CC1	-8%	-16%[46.1 µM]	0%	0.0%	-4%	6%	4%[38.3 µM]
CCCNC(=O)C1CCN(S(=O)(=O)c2ccc(-c3nn[nH]n3)cc2)CC1	-10%	-1%[46.1 µM]	-4%	0.0%	0%	-13%	14%[38.3 µM]
CC1=CC(=O)CC(C)(C)C1(O)/C=C/C(C)=C/C(=O)O (stereo not given)	x	-10%	-4%&2%	-0.3%&1.0%	0%	-9%&0%	6%
COC(=O)c1nc2n(n1)C(c1ccc(OC)c(OC)c1OC)C1=C(CCCC1=O)N2 (stereo not given)	6%	-11%[46.1 µM]	3%	-2.1%	0%	-15%	10%[38.3 µM]
CCOc1ccc(S(=O)(=O)/N=C(\N)c2ccccc2)cc1	x	18%	1%	0.0%	x	4%	x
COc1ccccc1C(=O)Nc1cccc(-c2cn3ccsc3n2)c1	u	-24%[46.1 µM]	-7%	1.6%	1%	-1%	14%[38.3 µM]
Cc1cc(SCC(=O)NN)c2cc(Br)ccc2n1	x	-1%	11%	5.0%	x	3%	x
O=C(NCc1ccco1)c1ccc(N2CCCC2=O)cc1	u	-10%[46.1 µM]	3%	-0.3%	-3%	0%	-6%[38.3 µM]
O=c1c2ccccc2nc(-c2cccs2)n1-c1cccc2ccccc12	u	-33%	8%	5.0%	0%	12%	23%
O=C(COC(=O)c1ccco1)NCc1ccc(F)cc1	2%[46 µM]	0%	4%	-0.1%	-6%	1%	1%
S=c1[nH]nc(-c2ccc(Cl)cc2)n1-c1ccc2c(c1)OCCO2	u	-20%	-1%	-1.9%	1%	4%	-6%
CN(CCOC(=O)c1cccc(Br)c1)C(C)(C)C	6%	-4%[46.1 µM]	-3%	0.8%	0%	6%	7%[38.3 µM]
COc1ccc(C(=O)O)cc1S(=O)(=O)N(CCc1ccccc1)Cc1ccccc1	x	-36%	9%	-1.0%	x	3%	x

Five consecutive entries from above:
SMILES	LMNA splice mod	NPSR antag	CBFb-RUNX1 inh	Epigenetic reg	KinaseGlo FLuc	aGal spleen mod	IMPase Li cell
CC1(C)CC2(CCCN3C(=O)CSC32)CCS1 (stereo not given)	0%	-4%[46.1 µM]	1%	0.0%	3%	6%	5%[38.3 µM]
O=C(O)CCC(C(=O)O)n1c(O)c(C2=c3ccccc3=NC2=O)sc1=S (stereo not given)	-8%	-9%[46.1 µM]	-6%	0.0%	-5%	-15%	37%[activator][38.3 µM]
COc1ccc(-c2noc(CN(C)CCC3CCCCO3)n2)cc1 (stereo not given)	x	-2%	0%	-0.1%	-2%	0%	30%
CC1(C)CC(=O)C2=C(C1)OC(N)=C(C#N)C2c1cccs1 (stereo not given)	1%[46 µM]	7%	-2%	2.5%	-2%	-1%	2%
Cc1ccc2c3c1C1(C(=O)N3C(C)(C)CC2C)C(C#N)=C(N)Oc2cc(O)ccc21 (stereo not given)	3%	u	2%	0.0%	3%	-10%	23%[38.3 µM]

(cont.)
SMILES	LMNA splice mod	NPSR antag	CBFb-RUNX1 inh	Epigenetic reg	KinaseGlo FLuc	aGal spleen mod	IMPase Li cell
O=C(Nc1ccccc1)N1CCNCC1	x	-22%	3%	0.0%	x	2%	x
Cc1cc(C)nc(NC(=O)C(C)N2C(=O)c3ccccc3C2=O)n1 (stereo not given)	-5%	1%[46.1 µM]	3%	-0.7%	-2%	4%	-4%[38.3 µM]
CC(=O)OCCNC(=O)c1cc2ccccc2oc1=O	7%	0%[46.1 µM]	2%	-2.1%	0%	-3%	20%[38.3 µM]
COc1ccc2c(c1)C(=O)N(c1ccc(C)cc1C)C(=O)C2	6%	6%	6%	-2.2%	0%	3%	-4%
CS(=O)(=O)c1ccc(-c2nn[nH]n2)cc1	8%	1%[46.1 µM]	1%	-1.0%	-5%	10%	32%[38.3 µM]
CC(C)N(CCNS(=O)(=O)c1ccc(Cl)cc1)C(C)C	1%	-5%[46.1 µM]	3%	0.5%	-1%	1%	28%[38.3 µM]
CC1C(=O)CC(c2ccccc2)N(C)C1c1ccccc1 (stereo not given)	4%	1%[46.1 µM]	8%	-2.9%	-8%	4%	9%[38.3 µM]
CCn1cc([N+](=O)[O-])c(C(=O)N2N=C3/C(=C/c4cccs4)CCCC3C2c2cccs2)n1 (stereo not given)	-18%	-23%	-5%	0.0%	0%	25%	0%
NC(=O)NOCc1ncc(C(F)(F)F)cc1Cl	2%	-8%[46.1 µM]	7%	0.0%	-4%	-12%	24%[38.3 µM]
Cn1c(C(=O)NCCCN2CCc3ccccc3C2)cc2c(=O)n(C)c3ccccc3c21	-22%	-2%[46.1 µM]	-1%	-5.6%	-2%	6%	20%[38.3 µM]
O=C(Nc1ccc(Cl)cc1)N(Cc1nnc2n1CCCCC2)c1ccccc1	-2%	-3%[46.1 µM]	1%	-2.9%	-2%	8%	-6%[38.3 µM]
CCCCn1nnnc1NCc1cccs1	-8%	0%[46.1 µM]	11%	-0.9%	8%	-7%	-2%
O=C(O)C1CC=CCC1C(=O)NCCc1csc(-c2ccccc2)n1 (stereo not given)	-2%	4%	0%[2.36 µM]	-0.3%	0%	7%	2%
Cc1[nH]c2ccccc2c1C(O)c1ccncc1 (stereo not given)	x	3%	10%	5.6%	1%	-8%	-4%
O=C(COc1cccc2cccnc12)N/N=C1\SCC(=O)N1Cc1ccco1	-16%	-4%[46.1 µM]	-14%	-1.0%	2%	6%	-2%
c1ccc(-c2noc(-c3ccccc3-c3ccccc3)n2)cc1	-9%	-23%[46.1 µM]	u	3.1%	-3%	5%	32%[activator][38.3 µM]
CCn1c(CNC(=O)c2cccs2)nnc1SCC(=O)Nc1ccc(Cl)cc1	-2%	6%[46.1 µM]	17%	1.2%	1%	-4%	-1%
CC(=O)NC1=NN(C(C)=O)C(C)(c2ccc(Br)cc2)S1 (stereo not given)	4%[46 µM]	-5%	12%	12%	1%	2%	0%
Cc1ccc(C(=O)NS(=O)(=O)c2ccccc2)cc1	25%[46 µM]	-10%	3%	3.9%	-2%	-2%	3%
COc1ccccc1NC(=O)COc1cc(Br)c(CNCCCN2CCOCC2)cc1OC	-2%[46 µM]	-12%	10%	1.1%	-3%	-1%	10%
CC(=O)c1ccc(OC(=O)CCN2c3ccccc3Sc3ccccc32)cc1	10%	-11%	0%	1.6%	3%	3%	-1%
O=C(CCc1ccccc1)c1ccc2c(c1)OCCCO2	-13%	-8%[46.1 µM]	u	0.0%	-4%	2%	24%[38.3 µM]
CN(C(=O)COC(=O)c1ccc([N+](=O)[O-])cc1N)c1ccccc1	x	5%	2%	u	0%	4%	-2%
CCCn1c2c(c(O)c(C(=O)Nc3nc(C)cs3)c1=O)CCCC2	-1%	-4%[7.67 µM]	7%	0.0%	-3%	3%	-1%[38.3 µM]
CC(NC(=O)c1ccc(N(C)C)cc1)C(c1cccs1)N1CCN(C)CC1 (stereo not given)	1%	-9%[46.1 µM]	2%	0.8%	-1%	0%	24%[38.3 µM]
CCOC(=O)c1sc(NC(=O)c2ccco2)nc1-c1ccccc1	-9%	u	8%	0.0%	-4%	-9%	-29%[38.3 µM]
Cc1ccc(OCC(=O)Nc2ccc3c(c2)OC(F)(F)O3)c([N+](=O)[O-])n1	-4%	14%	-1%	0.0%	0%	0%	13%
CCCCn1c(=N)n(CC(=O)C(C)(C)C)c2ccccc21	-1%	-21%[46.1 µM]	8%	-1.0%	-6%	-16%	-5%[38.3 µM]
CCOC(=O)C1CCCN(C(=O)c2cc(-c3ccccc3)nc3ccccc23)C1 (stereo not given)	x	-11%	-3%	1.3%	-5%	-6%	-8%
Nc1nc(CN2CCc3ccccc3C2)nc(Nc2ccccc2)n1	4%	-18%[46.1 µM]	-10%	0.0%	0%	5%	41%[activator][38.3 µM]
Nc1cc(=O)[nH]c(=S)n1-c1ccccc1	11%	-2%[46.1 µM]	2%	1.7%	0%	0%	13%[38.3 µM]
COc1ccccc1NC(=O)CCSc1nnc(-c2ccc(O)cc2)o1	4%[9.22 µM]	-18%	3%	1.1%	-5%	3%	2%
O=C1CSC(c2ccccc2)N1c1nnc(C23CC4CC(CC(C4)C2)C3)s1 (stereo not given)	-5%	-6%[46.1 µM]	2%	-2.0%	-6%	1%	5%[38.3 µM]
CC(C)c1cccc2nc3c(c([Si](C)(C)C)c12)Cn1c-3cccc1=O	x	x	u	0.4%	0%	u	0%
COC(=O)C1=CO[C@@H](OC2OC(CO)C(O)C(O)C2O)[C@@H]2C(CO)=CC[C@H]12 (stereo not given in full)	-4%	1%	2%	0.0%	-1%	-7%	-1%
Cc1cc2c(s1)CCCCC(=O)N2	9%	5%[46.1 µM]	-3%	3.4%	0%	0%	-14%[38.3 µM]
Nc1nnc(SCc2c(F)cccc2Cl)s1	x	-13%	-3%	-0.2%	x	-21%	x
